# KCNQ1 pot = potentiators or activators of human KCNQ1 potassium channel | hit rate 0.35% among 310,000 | AID 2648 | B-score at 10 µM | CHO-K1 KCNQ1, thallium flux FluxOR fluorescence; stronger effect = higher value;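 active means fluorescence ratio B-score, a plate-corrected score, at least three library SD, with initial intensity B-score within 5 SD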
#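 Material: CHO-K1 cells stably expressing KCNQ1. Medium: assay buffer for compound exposure, DMSO matched across wells. Reagent: K+/Tl+ depolarizing stimulus. Compound dosing: single-concentration screen. Times: 37 °C overnight plating, 90-min dark dye load, 20-min compound pretreatment. Technique: FluxOR Tl+ flux fluorescence.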
# TRPC4 potent = allosterically enhances the mouse TRPC4 cation channel; Q9QUQ5; HEK293 TRPC4beta/mu-opioid, DAMGO EC20, Fluo-4 Ca2+ flux; stronger effect = higher value; B-score at 10 µM; hit rate 0.42% among 310,000; AID 2227;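 active means B-score of calcium response area above 5 SD of library B-scores, with initial fluorescence ratio within 5 SD of library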;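 further: B-score of integrated fluorescence ratio over time as area under calcium response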
# TRPC4 inh = blocks the mouse TRPC4 cation channel; Q9QUQ5; HEK293 TRPC4beta/mu-opioid, DAMGO-evoked Fluo4 calcium flux; stronger effect = lower value; B-score at 10 µM; hit rate 0.39% among 300,000; AID 2247;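 active means B-score over 3 SD under the library average, no early fluorescence shift, positive overall ratio signal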
#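 Assay system: TRPC4beta/mu-opioid receptor HEK293 cell line; compound dosing: single concentration per test compound; detection: Fluo4 Ca2+ flux fluorescence; evaluation: per-well B score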
# KCNK9 inh = inhibitors of human KCNK9 two-pore domain potassium channel; Q9NPC2; HEK293 KCNK9, FluxOR thallium flux fluorescence; stronger effect = lower value; B-score at 10 µM; hit rate 1.2% among 310,000;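 active means ratio B-score over 3 SD below the library mean, with starting fluorescence within 5 SD of its mean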;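 further: negative B-score means less thallium flux so channel inhibition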
# KCNQ1 inh = inhibitors of human KCNQ1 potassium channel; P51787; CHO-K1 KCNQ1, FluxOR thallium flux fluorescence; stronger effect = higher value; B-score at 10 µM; hit rate 1.3% among 310,000; AID 2642;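 active means compounds whose thallium flux B-score, printed positive for inhibition, exceeds three library SD while starting fluorescence stays within three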;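 further: channel opened by potassium depolarization with thallium stimulus after 20 min compound exposure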
# hERG protect = hERG (human) protection from proarrhythmic block. CHO-hERG, FluxOR thallium flux, dofetilide IC70 present. activation (rescue from dofetilide block), less the hit threshold, % at 10 µM. hit rate 0.51% among 310,000;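 active means activation above the mean of controls blocked by dofetilide plus 5 SD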;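 further: thallium influx through hERG after potassium depolarization seen as dye fluorescence rise; in these data hits start at about 4.7%; inactives centre near -7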
# Target sequence (Q12809 whole entry, looked up): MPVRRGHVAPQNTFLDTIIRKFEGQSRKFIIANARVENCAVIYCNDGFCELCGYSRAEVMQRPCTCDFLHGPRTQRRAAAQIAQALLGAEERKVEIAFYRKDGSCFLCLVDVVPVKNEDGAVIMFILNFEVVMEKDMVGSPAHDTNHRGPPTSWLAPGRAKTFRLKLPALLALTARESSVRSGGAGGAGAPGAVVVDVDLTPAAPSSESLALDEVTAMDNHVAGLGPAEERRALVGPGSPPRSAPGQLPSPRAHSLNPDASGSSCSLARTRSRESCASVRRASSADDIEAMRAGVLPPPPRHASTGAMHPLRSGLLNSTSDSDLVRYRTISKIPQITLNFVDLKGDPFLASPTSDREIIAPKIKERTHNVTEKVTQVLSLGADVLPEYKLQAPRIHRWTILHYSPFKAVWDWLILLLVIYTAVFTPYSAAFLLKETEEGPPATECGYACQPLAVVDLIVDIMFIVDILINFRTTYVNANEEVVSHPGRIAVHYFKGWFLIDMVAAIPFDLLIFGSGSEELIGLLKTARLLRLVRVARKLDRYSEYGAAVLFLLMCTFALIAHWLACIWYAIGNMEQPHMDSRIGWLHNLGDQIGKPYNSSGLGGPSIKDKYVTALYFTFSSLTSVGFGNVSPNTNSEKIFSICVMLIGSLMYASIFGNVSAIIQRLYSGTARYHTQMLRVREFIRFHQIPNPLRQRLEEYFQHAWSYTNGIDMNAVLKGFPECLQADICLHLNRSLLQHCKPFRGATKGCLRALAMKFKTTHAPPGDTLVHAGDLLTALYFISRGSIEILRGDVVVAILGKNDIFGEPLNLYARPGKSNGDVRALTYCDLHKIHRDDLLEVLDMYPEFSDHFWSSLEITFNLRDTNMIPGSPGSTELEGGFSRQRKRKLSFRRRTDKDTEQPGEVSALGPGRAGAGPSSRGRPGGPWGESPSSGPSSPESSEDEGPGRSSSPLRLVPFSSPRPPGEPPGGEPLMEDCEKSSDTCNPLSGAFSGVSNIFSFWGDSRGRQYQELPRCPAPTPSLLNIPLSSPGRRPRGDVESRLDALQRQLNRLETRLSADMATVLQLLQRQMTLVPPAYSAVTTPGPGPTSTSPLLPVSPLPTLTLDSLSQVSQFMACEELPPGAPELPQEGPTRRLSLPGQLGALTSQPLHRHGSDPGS
# Platelet DG rel = platelet dense granule release activity; human platelet-rich plasma, SFLLRN dense granule ATP release, luminescence; hit rate 0.22% among 300,000; inhibition, %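 (compounds screened at 7.5 µM in platelet-rich plasma)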;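 active means mean replicate score, as percent of positive control, at or above 50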
# KCNK3 inh = human KCNK3 channel inhibition, primary screen; CHO-KCNK3 thallium flux, FluxOR fluorescence; stronger effect = lower value; O14649; hit rate 0.84% among 340,000; B-score at 10 µM;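 active means B-score under library mean minus 4 SD, starting fluorescence ratio at most library mean plus 5 SD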;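 further: more negative B-score means stronger inhibition of thallium flux through KCNK3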
# PolyA inhibitor = blocks polyadenylation in yeast reporter cells; S. cerevisiae SKY197-pL101 polyadenylation reporter, beta-gal luminescence; efflux-impaired pdr1/pdr3 knockout yeast; score 100 = 6 SD above DMSO; calls only at 12 µM; hit rate 0.02% among 300,000;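 active means lowest replicate activity score at least 50, where 100 means six control SD above control mean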;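 further: yeast exposed to compound for 9 h at 30 °C; higher score means more reporter readthrough which indicates perturbed polyadenylation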
# DYRK1A inh = blocks rat Dyrk1A kinase activity. Q63470. hit rate 0.43% among 310,000. inhibition, % at 12.5 µM. ADP-Glo luminescence, NFATc1 peptide; in the data active means inhibition above about 50%;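 further: plate controls were vehicle with enzyme for no effect and no enzyme for full effect; many of its hits are not listed in these tables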
# TRPC4 agonist = activators of mouse TRPC4 channel. HEK293 TRPC4beta/mu-opioid, Fluo4 calcium fluorescence; stronger effect = higher value. B-score at 10 µM. hit rate 0.49% among 310,000;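 active means B-score above 5 SD of library B-scores, and initial fluorescence ratio not above library mean plus 5 SD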;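 further: positive B-score marks a calcium rise read as TRPC4 activation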
#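 Assay system: HEK293 stable line with TRPC4beta plus mu-opioid receptor; schedule: 45 min room-temperature Fluo4 loading, 110 s read; technique: kinetic Fluo4 calcium fluorescence; evaluation: integrated baseline-normalised fluorescence ratio, converted to per-well B score; controls: buffer (low) and maximal DAMGO (high)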
# Numbers without * were called inactive; i = inactive; x = no result given.
SMILES,KCNQ1 pot,TRPC4 potent,TRPC4 inh,KCNK9 inh,KCNQ1 inh,hERG protect,Platelet DG rel,KCNK3 inh,PolyA inhibitor,DYRK1A inh,TRPC4 agonist
O=C(NCCS(=O)(=O)NCCc1ccccc1)c1ccccc1,i,i,i,i,i,-11,3,i,i,x,i
O=C(Cn1cnc2c(nnn2-c2ccccc2)c1=O)N1CCCc2ccccc21,i,i,i,i,i,-4,0,i,i,9,i
Cc1nn(CC(=O)Nc2cc(S(=O)(=O)N(C)C)ccc2Cl)c(C)c1[N+](=O)[O-],i,i,i,i,i,-10,8,i,i,-3,i
CN(Cc1ccccc1)S(=O)(=O)c1ccc(NC(=O)c2ccccc2C(=O)O)cc1,i,i,i,i,i,-7,-3,i,i,3,i
COCCCNC(=O)C1CCN(c2ncccn2)CC1,i,i,i,i,i,-13,-4,i,x,-3,i
Clc1ccc2nc3ccccn3c2c1,i,i,i,i,i,-7,4,i,i,19,i
COc1ccc(-c2nc(C#N)c(NCc3ccc(C)cc3)o2)cc1OC,i,i,i,i,i,-3,7,i,i,9,i
O=C(CSc1nnc(-c2ccccc2O)n1Cc1ccccc1)NNC(=O)c1ccccc1O,i,i,i,i,i,-21,5,i,i,1,i
N#Cc1c(NC(=O)CSc2ncn[nH]2)sc2c1CCCC2,i,i,i,i,i,-5,8,i,i,0,i
O=S1(=O)C=C(SCc2ccc(F)cc2)Nc2ccccc21,i,i,i,i,i,-5,3,i,i,0,i
Cn1cccc1Cc1nnc(SCC(=O)Nc2cccc(F)c2)n1-c1ccc(F)cc1,i,i,i,i,i,-7,3,i,i,7,i
O=C(O)Cc1cc2c(s1)CCCCC2,i,i,i,i,i,-3,1,i,i,15,i
COc1ccccc1NC(=O)Cc1nnc(SCC(=O)Nc2ccccc2F)n1C,i,i,i,i,i,-7,7,i,i,-2,i
Cc1cc(C(=O)O/N=C(\N)c2ccncc2)ccc1[N+](=O)[O-],i,i,i,i,i,-10,-3,i,i,4,i
O=C(CN1CCN(c2ccccn2)CC1)Nc1nc2ccccc2s1,i,i,i,i,i,-9,9,i,i,30,i
CCCC1CC(=O)OC1(C)C(=O)CSc1n[nH]c(-c2ccccc2)n1 (stereo not given),i,i,i,i,i,-3,2,x,i,x,i
Cc1ccnc(NC(=O)CCC(=O)N(CC(=O)NCCc2ccccc2)Cc2cccs2)c1,i,i,i,i,i,-7,10,i,i,8,i
COc1ccccc1NS(=O)(=O)c1cc(C(=O)NCC(c2ccc(F)cc2)N2CCOCC2)ccc1C (stereo not given),i,i,i,i,i,-8,3,i,i,-5,i
CCOc1ccc(NC(=O)C2CCC(C)(C(=O)O)C2(C)C)cc1 (stereo not given),i,i,i,i,i,-4,-4,i,i,-3,i
CCC(=O)Nc1cccc(C2=NOC3(C2)C[C@@H](C(N)=O)N(C(=O)C2(C)CC2)C3)c1 (stereo not given in full),i,i,i,i,i,-5,5,i,i,9,i
Cc1[nH]c(=O)c(Cc2ccccc2)c(O)c1C#N,i,i,i,i,i,0,0,i,i,8,i
O=C(Nc1cccc(C(F)(F)F)c1)c1c(O)c2ccccc2[nH]c1=O,i,i,i,i,i,-5,0,i,i,-2,i
Cc1cccc(N/N=C/c2ccc(C)s2)c1,i,i,i,i,i,-7,-1,i,i,-3,i
O=C(NCC1CCCO1)c1csc(Nc2cccc3ccccc23)n1 (stereo not given),i,i,i,-9.2*,i,-7,2,i,i,0,i
Cc1ccc(-c2nn(-c3ccccc3)cc2C2CC(c3cccs3)=NN2C(=O)CCC(=O)O)cc1 (stereo not given),i,i,i,i,i,-19,1,i,i,6,i
CCOc1ccc(NC(=S)N(CCc2c(C)[nH]c3ccc(C)cc23)Cc2ccco2)cc1,i,i,i,i,i,-16,-45,i,i,15,i
CN(CC1CCCN(CCc2cccc(C(F)(F)F)c2)C1)C(=O)c1ccco1 (stereo not given),i,i,i,i,i,-6,-7,i,i,-2,i
Cc1nnc(NC(=O)CSc2nnc(-c3ccccc3)n2C)s1,i,i,i,i,i,-8,-2,i,i,0,i
CC(=O)N1CCN=C1SCc1ccc(Br)cc1,i,i,i,i,i,0,20,i,i,-10,i
Cc1oc(-c2ccccc2F)nc1CSCC(=O)NC1CCCC1,i,i,i,i,i,-5,-3,i,i,-5,i
C/C(=N/NC(=O)CCCOc1ccc(Cl)cc1Cl)c1ccc(C)o1,i,i,i,i,i,-7,3,i,i,2,i
Cc1ccccc1CNCc1cccnc1,i,i,i,i,i,-7,-52,i,i,-8,i
CCOc1ccccc1Nc1nc(-c2sc(NC(=O)c3ccccc3)nc2C)cs1,i,i,i,i,i,-10,0,x,i,x,i
OCC1(C2=NOC(O)(C(F)(F)F)C2)CCCCC1 (stereo not given),i,i,i,i,i,-6,0,i,i,1,i
O=C(Cn1cnc2cc([N+](=O)[O-])ccc2c1=O)Nc1ccc2c(c1)OCO2,i,i,i,i,i,-7,-8,i,i,-2,i
O=C(CCCOc1ccc(Br)cc1)Nc1ccc(S(=O)(=O)N2CCOCC2)cc1,i,i,i,i,i,-11,-3,i,i,13,i
CC(=O)N1CCN(c2nnnn2-c2ccccc2)CC1,i,i,i,i,i,-4,1,i,i,-7,i
CCOc1ccc(NS(=O)(=O)c2ccc(C(=O)NCc3cccnc3)cc2)cc1,i,i,i,i,i,-6,-5,i,i,13,i
CN(C)CCn1c2c(c(SCC(=O)Nc3cccc(C(F)(F)F)c3)nc1=O)CCCC2,i,i,i,i,i,-9,-2,i,i,6,i
COc1cc(-c2noc(C3CCCN(S(=O)(=O)c4cccc(Cl)c4)C3)n2)cc(OC)c1OC (stereo not given),i,i,i,i,i,-11,3,i,i,1,i
Cc1ccc(NC(=O)CN(C)C(=O)CCOc2cccc(C)c2)cc1,i,i,i,i,i,-11,15,i,i,2,i
CCCCC(=O)NCc1ccc2c(c1)cc(C)n2C,i,i,i,i,i,-10,-3,i,i,2,i
CCN1CCN(C(=O)c2ccc(COc3ccc(Cl)cc3)o2)CC1,i,i,i,i,i,-5,14,i,i,2,i
Cc1ccc(S(=O)(=O)Nn2c(C)ccc2C)cc1,i,i,i,i,i,-6,-1,i,i,-1,i
N#CCCN(C(=O)COC(=O)Cc1c[nH]c2ccccc12)c1ccccc1,i,i,i,i,i,-21,4,i,i,-1,i
Cc1ccc(C(=O)N/C(=C/c2ccccc2)C(=O)NCc2ccncc2)cc1,i,i,i,i,i,-5,13,i,i,x,i
Cc1cc(Nc2ccccc2Br)n2nc(C)nc2n1,i,i,i,i,i,-7,-2,i,i,12,i
O=[N+]([O-])c1cc([N+](=O)[O-])c(N2CCOCC2)cc1NCc1ccccc1,i,i,i,i,i,-17,-4,i,i,2,i
CCOCCCNC(=O)CCc1ccc(-n2cnc3cccnc32)cc1,i,i,i,i,i,-6,-3,i,i,-3,i
Cc1csc(SCc2c(C(=O)O)oc3ccccc23)n1,i,i,i,i,i,-6,6,i,i,6,i
O=C(NCCc1cccs1)C12CN(Cc3ccccc3)CC1C(c1cccc([N+](=O)[O-])c1)=NO2 (stereo not given),i,i,i,i,i,-9,-2,i,i,x,i
Cc1ccc2nc(Nc3ccccc3)c(C=O)c(=O)n2c1,i,i,i,i,i,-11,-3,i,i,-1,i
Nn1c(SCC(=O)Nc2ccc(S(=O)(=O)N3CCCC3)cc2)nnc1C(F)(F)F,i,i,i,i,i,-8,-3,i,i,-14,i
c1ccc(-n2cnc3ccccc32)nc1,i,i,i,i,i,-2,0,i,i,-3,i
CC(/C=C/c1ccc(C)o1)=C\C(=O)O,i,i,i,i,i,-12,-3,i,i,0,i
CCCc1nnc(NC(=O)CCC(=O)N2CCN(S(=O)(=O)c3ccc(F)cc3)CC2)s1,i,i,i,i,i,-7,-2,i,i,-6,i
CCn1cc(CN2CCC(n3nccc3NC(=O)c3cccc(F)c3)CC2)cn1,i,i,i,i,i,-6,-7,i,i,-4,i
COc1ccccc1NC(=O)c1ccc(-c2ccccc2F)o1,i,i,i,i,i,1,2,i,i,5,i
COc1ccc(C)cc1NC(=O)C1CCN(C(=O)c2ccc(C(C)(C)C)cc2)CC1,i,i,i,i,i,-2,-1,i,i,3,i
CCOc1ccc(S(=O)(=O)N2CCN(C(=O)c3ccncc3)CC2)cc1,i,i,i,i,i,-7,-27,i,i,-3,i

# Profiles from above. Values in the order: KCNQ1 pot	TRPC4 potent	TRPC4 inh	KCNK9 inh	KCNQ1 inh	hERG protect	Platelet DG rel	KCNK3 inh	PolyA inhibitor	DYRK1A inh	TRPC4 agonist
# Cc1ccc2nc(Nc3ccccc3)c(C=O)c(=O)n2c1 is entered as i	i	i	i	i	-11	-3	i	i	-1	i
# CCOc1ccc(S(=O)(=O)N2CCN(C(=O)c3ccncc3)CC2)cc1 is entered as i	i	i	i	i	-7	-27	i	i	-3	i
# Cc1cc(Nc2ccccc2Br)n2nc(C)nc2n1 is entered as i	i	i	i	i	-7	-2	i	i	12	i

# The list goes on:
SMILES,KCNQ1 pot,TRPC4 potent,TRPC4 inh,KCNK9 inh,KCNQ1 inh,hERG protect,Platelet DG rel,KCNK3 inh,PolyA inhibitor,DYRK1A inh,TRPC4 agonist
Cc1ccc(C(=O)OCC(=O)Nc2ccccc2)cc1NC(=O)c1ccco1,i,i,i,i,i,-1,-4,i,i,-14,i
COc1cc(SC)ccc1C(=O)N1CCN(c2ccc(O)cc2)CC1,i,i,i,i,i,-3,0,i,i,-2,i
COc1ccc(CNC(=O)COC(=O)c2n[nH]c3ccccc23)cc1OC,i,i,i,i,i,-17,4,i,i,13,i
Cc1nn(CC(=O)N/N=C/c2cccs2)c(C)c1[N+](=O)[O-],i,i,i,i,i,-2,-3,i,i,14,i
COc1ccc(NC(=O)CN2C(=O)COc3ccc(S(=O)(=O)N4CCCCCC4)cc32)cc1,i,i,i,i,i,-10,-7,i,i,-7,i
CCc1ccc(-c2cc3c(=O)n(CC(=O)NCCCN4CCN(CC)CC4)nc(C)n3n2)cc1,i,i,i,i,i,-11,4,i,i,-5,i
CCN(CC)C(=O)c1[nH]cnc1C(=O)N[C@@H](C)C(=O)OCc1ccccc1,i,i,i,i,i,-5,5,i,i,3,i
CCC(C)[C@H](NC(=O)C1CCN(C(=O)[C@H](Cc2ccccc2)NC(=O)OC(C)(C)C)CC1)C(=O)O (stereo not given in full),i,i,i,i,i,-6,-3,i,i,-7,i
CCOC(=O)c1c(C)[nH]c(N=Nc2ccccc2)c1C,i,i,i,i,i,-10,-2,i,i,-2,i

# Only part of the results is shown, so the mix of outcomes need not match the whole.
